Rat MKP-3 inhibitors: MKP-3 phosphatase inhibitors, primary screen, biochemical, rat enzyme, in vitro (AID 425) | recombinant MKP-3 phosphatase activity, fluorescence; higher % means a stronger effect | 110,000 compounds, 0.17% hits | inhibition, % at 20 µM, or IC50 in µM where a hit was titrated; in the data active = inhibition above about 50%;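 also: plate controls were vehicle for no effect and reference inhibitor for full effect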
Hsp70 inhibitors: small molecules displacing fluorescent ligand from Hsp70 – biochemical, fluorescence polarization, primary screen (AID 583); Hsp70 fluorescence polarization probe displacement, mP; higher % means a stronger effect; displacement, % at 20 µM; hits with a dose series show IC50 in µM; 140,000 compounds, 0.06% hits; in the data active = displacement above about 50%;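 also: plate controls were vehicle for no effect and reference ligand for full effect; a part of the inactive calls stands beside numbers as strong as those of hits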
Active calls of the source: *; / = not tested or not shown; & = joins results of further samples. Some of the compounds tested; rates above refer to the full screens.

SMILES	Rat MKP-3 inhibitors	Hsp70 inhibitors
Cc1ccc(C(=O)CCNc2cccc(Br)c2)o1	-16%&0%	5.5%&1.6%
c1ccc(OCCN2CCOCC2)cc1	2%	-6.2%
COc1ccc(C(=O)O/N=C(\N)Cc2ccc(Cl)cc2Cl)cc1	-1%	-1.5%
COc1ccc(CCNC2CC(=O)N(c3ccc(C)cc3)C2=O)cc1OC (stereo not drawn)	-5%	1.6%
COc1ccc(C)cc1NC(=O)C1C2C=CC(C2)C1C(=O)O (stereo not drawn)	-5%	5.8%
COc1cccc(Nc2nc(-c3sc(N)nc3C)cs2)c1	-7%	1.9%
COc1ccc(Cl)cc1NC(=O)c1ccc(CN(c2ccccc2)S(C)(=O)=O)cc1	4%	0.3%
COc1ccc(CCNC(=O)c2cccc([N+](=O)[O-])c2C)cc1	2%	-4.8%
CCN(c1ccccc1)S(=O)(=O)c1ccc(NC(=O)C(C)(C)C)cc1	/	-0.7%
CC(C)(C)C(=O)c1cn(CC(=O)NCc2ccc3c(c2)OCO3)c2ccccc12	/	1.1%
Cc1ccc(CN2C(=O)CCC2C(=O)NCCN2CCN(c3cccc(Cl)c3)CC2)cc1 (stereo not drawn)	-3%	1.4%
COc1ccccc1Nc1ncc(C(C)=O)c(C)n1	-14%	-3.0%
COc1cc(C2NC(=O)NC(c3ccccc3)=C2C(C)=O)ccc1OCC(=O)O (stereo not drawn)	-9%	2.0%
O=[N+]([O-])c1ccc2[nH]c(O)c(C=NCc3ccccc3)c2c1	3%	-3.6%
OCCSc1nc2ccccc2n1CCOc1ccccc1	/	-1.0%
O=C(c1ccc(F)cc1F)N1CCN(c2ncccn2)CC1	/	2.9%
O=C(O)C1C2C=CC(C3CC23)C1C(=O)N1CCc2ccccc21 (stereo not drawn)	/	-0.2%
COc1ccc(NC(=O)c2c(-c3ccccc3Cl)noc2C)cc1	0%	-4.4%
O=C(NC1CCCCC1)N1CCN(Cc2ccccc2)CC1	0%	3.9%
CCn1cc(C(=O)OCC(=O)NCc2ccc3c(c2)OCO3)c(=O)c2ccc(C)nc21	-8%	3.2%
O=C(CN1CCN(c2ccc(F)cc2)CC1)Nc1cc(C(F)(F)F)ccc1Cl	12%	-1.6%
CCCCCCn1c(SCC(=O)OC)nc2c1c(=O)[nH]c(=O)n2C	0%	9.5%
Cc1ccc(NC2=C/C(=N\S(=O)(=O)c3cccs3)c3ccccc3C2=O)c(C)c1	/	0.5%
COCc1nnc(NC(=O)CCCOc2ccccc2OC)s1	-10%	10%
COc1ccc(C(=O)SC2=NCCS2)cc1OC	-3%	3.6%
(cont.)
SMILES	Rat MKP-3 inhibitors	Hsp70 inhibitors
CC1CC(=O)C2=C(C1)Nc1ccccc1N(C(=O)COc1ccccc1)C2c1ccco1 (stereo not drawn)	-14%	12%
O=c1[nH]c(CN2CCN(Cc3ccc4c(c3)OCO4)CC2)nc2sc3c(c12)CCC3	-7%	9.4%
Cn1c(SCC(=O)NCc2cccs2)nnc1-c1ccco1	-23%	1.0%
Cc1cc(Nc2ccc3c(c2)OCCO3)n2ncnc2n1	1%	-5.4%
Cc1cc(C)n(C(=O)c2cccc(Br)c2)n1	4%	-1.6%
COc1nc(OC)nc(N2CCCCCC2)n1	/	3.2%
Cc1ccc(N(CC(=O)N2CCCCC2)S(=O)(=O)c2ccc(F)cc2)cc1	0%	0.3%
N#Cc1c(N)n(CCCN2CCOCC2)c2nc3ccccc3nc12	11%	-4.4%
Cc1ccc(S(=O)(=O)Oc2ccc(Br)cc2/C=C2\SC(=S)NC2=O)cc1	7%	-0.5%
C=CCOC(=O)CCC(=O)Nc1cc(OC)nc(OC)n1	4%	1.3%
O=S(=O)(c1ccc2nc(-c3ccco3)c(-c3ccco3)nc2c1)N1CCOCC1	-5%	12%
COc1ccc(-c2[nH]nc3c2C(c2ccc(OC(=O)N4CCOCC4)cc2)C(C#N)=C(N)O3)cc1 (stereo not drawn)	0%	2.0%
COc1cc(/C=C2/SC(=S)N(C)C2=O)cc(Br)c1OCCOc1ccccc1C	-4%	-8.8%
COc1cc(SC)ccc1C(=O)NCC1CCCO1 (stereo not drawn)	-19%	7.4%
CCOC(=O)CNC(=O)C(Cc1ccccc1)NS(=O)(=O)c1cccs1 (stereo not drawn)	2%	0.4%
Clc1ccc(Sc2ccc(/C=N/n3cnnc3)o2)cc1	4%	-4.5%&-0.1%
Cc1cc(C)nc(N2C(=O)CC(C(C)c3ccccc3)C2=O)n1 (stereo not drawn)	-3%	0.2%
C=CCn1c(CSc2nc3ccccc3s2)nnc1SCC(=O)NCc1cccnc1	/	3.8%
Cn1cnnc1SCc1ccc(-c2ccc(Br)cc2)o1	-7%	-5.1%
CC1Cc2ccccc2N1S(=O)(=O)c1cccs1 (stereo not drawn)	6%	-107%
Cc1nc2sc3c(c2c(=O)[nH]1)CCCC3	7%	-5.1%
CC(C)c1ccc(S(=O)(=O)N2CCN(CC(=O)Nc3ccc4c(c3)OCO4)CC2)cc1	-1%	-3.9%
COCc1cc(C)nc(SCC(=O)Nc2cccc(C)c2C)c1C#N	-2%	1.0%
COc1ccc(CN2CCN(c3cccc(C)c3C)CC2)cc1OC	-6%	2.1%
CC(C)CN1C(=O)c2ccc(C(=O)Nc3ccc(Br)cc3C(=O)O)cc2C1=O	1%	0.5%
New compounds follow
SMILES	Rat MKP-3 inhibitors	Hsp70 inhibitors
O=C(CCN1CCN(c2ccccc2)CC1)Nc1ccc(OCc2ccccc2)cc1	/	4.1%
O=C1OCC/C1=C\c1ccccc1O	/	5.0%
CCC(=O)c1ccc(OCC(O)CN(C)C2CCCCC2)cc1 (stereo not drawn)	-13%	0.4%
CC(=O)c1cc2c(cc1NC(=O)CCCC(=O)O)OCO2	-7%	-2.6%
CN(C)c1ccc(NC(=O)C2C3C=CC(C3)C2C(=O)O)cc1 (stereo not drawn)	5%	-1.2%
Cc1ccc(/C(O)=C2/C(=O)C(=O)N(CCCCCC(=O)O)C2c2cccc([N+](=O)[O-])c2)cc1 (stereo not drawn)	1%	-2.5%
COc1ccc(N(C(=O)c2ccco2)S(=O)(=O)c2ccccc2)cc1	/	-0.6%
CCC(=O)N1CCN(c2nc(-c3ccccc3)c3c(c2C#N)CCCC3)CC1	-3%	-1.4%
CS(=O)(=O)N(CC(=O)N1CCN(c2ccccc2)CC1)c1ccccc1Cl	/	2.0%
O=C(CCc1ccccc1)Nc1ccccc1Cl	4%	-3.6%
Cc1ccccc1C1Nc2ccccc2NC2=C1C(=O)CC(c1ccccc1)C2 (stereo not drawn)	0%	-1.1%
Cc1cc(C(=O)Nc2ccc(N(C)C)cc2)c(C)o1	6%	-0.6%
COC(=O)c1ccccc1CON1C(=O)C(C)(C)N(OCc2ccccc2C(=O)OC)C(=O)C1(C)C	/	-4.8%
Cc1nnc(NC(=O)CCCN2C(=O)c3ccccc3C2=O)s1	-3%	-5.7%
COc1ccccc1NC(=O)C1CC(C)=C(C)CC1C(=O)O (stereo not drawn)	2%	-0.9%
CCOc1ccc(S(=O)(=O)n2nc(C)cc2C)c2ccccc12	-2%	-0.3%
CC(C)C(=O)Nc1cccc(C(=O)Nc2nncs2)c1	-16%	3.1%
c1ccc2c(c1)C(=Nn1cnnc1)c1ccccc1-2	-1%	3.0%
Cn1ccnc1SC/C=C/CSc1nccn1C	-1%	0.6%
Cc1cccc(C(=O)Nc2ccc(NC(=O)c3ccccc3)c(C)c2)c1	2%	-6.5%
Cc1cccc(C(=O)n2c(=S)nc3ccccn32)c1	/	-2.5%
CN(C)CCOC(=O)CCc1ccccc1	-5%	0.8%
COc1ccc(/C(C)=N\OCc2nc3c4c5c(sc4ncn3n2)CCCC5)cc1OC	0%	-2.3%
CCOC(=O)CN(CP(=O)(OCC)OCC)CP(=O)(OCC)OCC	3%	-3.4%
O=C(CN1CCN(C(=O)c2ccco2)CC1)Nc1cc(Cl)ccc1Cl	/	-2.8%
New compounds follow:
SMILES	Rat MKP-3 inhibitors	Hsp70 inhibitors
CCOc1cc(/C=C2/SC(=S)N(C)C2=O)ccc1OCCOc1ccc(C)c(C)c1	-1%	2.8%
CCN(CC)CC(=O)Nc1ccc(-c2nc3cc(NC(=O)CN(CC)CC)ccc3o2)cc1	-5%	8.9%
O=C1c2[nH]nc(-c3ccccc3O)c2C(c2ccccc2F)N1Cc1ccco1 (stereo not drawn)	0%	1.1%
CCOC(=O)N1CCN(C(=O)COc2ccc3ccccc3c2)CC1	4%	-5.6%
CC(=O)N(C1=C(N2CCOCC2)C(=O)c2ccccc2C1=O)c1ccc(C(=O)O)cc1	7%	14%
COc1ccc(Oc2coc3cc(OS(C)(=O)=O)ccc3c2=O)cc1	1%	4.5%
COc1ccc(COC(=O)C2=C(C)NC(=O)NC2c2ccc3c(c2)OCO3)cc1 (stereo not drawn)	0%	1.1%
CCCOc1ccc(/C(O)=C2/C(=O)C(=O)N(CCN(C)C)C2c2ccco2)cc1 (stereo not drawn)	0%	-1.3%
Cc1ccc2nsnc2c1S(=O)(=O)N1CCOCC1	/	-6.3%
O=C(N/C(=C/c1ccco1)C(=O)N1CCCCC1)c1ccc([N+](=O)[O-])cc1	1%	1.7%
COc1ccc(-c2ccc(Nc3ccc(C(=O)N4CCOCC4)cc3)nn2)cc1OC	/	4.1%
Cc1ccc(-n2c(C)cc(C)c(C#N)c2=O)cc1	0%	-5.2%
O=C(CS(=O)(=O)c1c[nH]c2ccccc12)N1CCCCC1	-1%	-5.5%
CCOC(=O)c1c(NC(=O)C2COc3ccccc3O2)sc2c1CCC(C)C2 (stereo not drawn)	2%	0.0%
C=CCNC(=O)COc1ccccc1C	1%	1.4%
Cc1ccn(C(=O)c2cc3c(C)nn(-c4ccccc4)c3s2)n1	/	2.4%
CC(C)CCN1C(=O)c2ccccc2C1C(=O)NCc1cccnc1 (stereo not drawn)	/	0.9%
O=C(O)c1cccnc1SC1CC(=O)N(Cc2ccccc2)C1=O (stereo not drawn)	-12%	-2.7%
Cc1ccc(C(=O)CSc2nnc(-c3ccccc3N)n2C)cc1	4%	0.7%
Cc1ccc(N2C(=O)NC(=O)/C(=C\c3ccc(N(C)C)o3)C2=O)cc1	5%	-115%
COc1ccccc1OCc1ccc(C(=O)n2nc(C)c(Cl)c2C)o1	-5%	2.7%
Cc1cccc(C(C)C)c1NC(=O)CCCOc1ccc(Cl)cc1Cl	-2%	8.4%
CC(=O)N1CCc2cc(S(=O)(=O)NCCC(=O)N3CCc4ccccc4C3)ccc21	0%	-4.6%
CCCOc1ccc(C2c3c(oc4ccccc4c3=O)C(=O)N2CCCN2CCOCC2)cc1 (stereo not drawn)	-2%	5.4%
CCOC(=O)/C(C(N)=NC)=C(\O)c1ccccc1	-13%	1.8%
Additional records
SMILES	Rat MKP-3 inhibitors	Hsp70 inhibitors
CCCn1nc(-c2ccccc2)c2nc3ccccc3nc21	5%	51%
COc1ccc(OC)c(-c2cc(C(=O)Nc3c(C)nn(Cc4ccccc4)c3C)no2)c1	7%	8.8%
CCN(CC)CCSc1nc(O)c(Cc2ccccc2)c(=O)[nH]1	4%	3.7%
O=C(c1cccc(Cl)c1)N1CCN(c2ccc(F)cc2)CC1	-1%	-0.2%
COc1ccc(OC)c(C2=NOC(C(=O)Nc3cc(C)nn3-c3ccccc3)C2)c1 (stereo not drawn)	-4%	/
O=C(Nc1ccc2c(c1)OCO2)C(c1ccccc1)N1CCCCC1 (stereo not drawn)	-9%	3.0%
CCn1c(COc2cccc3ccccc23)nnc1SCC(=O)OC1CCCCC1	/	-1.8%
COCCn1c(SCC(=O)N2CCCc3ccccc32)nnc1-c1ccoc1C	/	3.8%
CCOc1ccc(-c2[nH]nc3c2C(c2ccc(O)cc2)C(C#N)=C(N)O3)cc1 (stereo not drawn)	-10%	-2.2%
Cc1ccccc1C(=O)NC1CCN(Cc2nnnn2CCc2ccccc2)CC1	1%	-0.4%
COc1ccc(C/C(N)=N/n2cnnc2)cc1	-15%	-3.2%
CN(C)CCN1C(=O)C(=O)/C(=C(/O)c2ccccc2)C1c1ccc([N+](=O)[O-])cc1 (stereo not drawn)	1%	-0.5%
CC1(C)CC(NC(=O)c2ccc3c(c2)OCO3)CC(C)(C)N1	/	1.9%
COC(=O)c1cn(-c2ccccc2)nc1-c1ccccc1	/	2.4%
COc1cccc(NC(=O)c2oc3ccccc3c2NC(=O)C2CC2)c1	-2%	2.0%
O=c1c2c3c(sc2n2cnnc2n1CCc1ccccc1)CCCC3	-7%	1.1%

Ordered by formula weight (smallest number first): some entries from above.
SMILES	Rat MKP-3 inhibitors	Hsp70 inhibitors
CCCn1nc(-c2ccccc2)c2nc3ccccc3nc21	5%	51%
O=C(c1cccc(Cl)c1)N1CCN(c2ccc(F)cc2)CC1	-1%	-0.2%
COc1cccc(NC(=O)c2oc3ccccc3c2NC(=O)C2CC2)c1	-2%	2.0%
CCOc1ccc(-c2[nH]nc3c2C(c2ccc(O)cc2)C(C#N)=C(N)O3)cc1 (stereo not drawn)	-10%	-2.2%
CN(C)CCN1C(=O)C(=O)/C(=C(/O)c2ccccc2)C1c1ccc([N+](=O)[O-])cc1 (stereo not drawn)	1%	-0.5%
Cc1ccccc1C(=O)NC1CCN(Cc2nnnn2CCc2ccccc2)CC1	1%	-0.4%
COc1ccc(OC)c(-c2cc(C(=O)Nc3c(C)nn(Cc4ccccc4)c3C)no2)c1	7%	8.8%

Compounds above containing a nitro group on carbon (5):
SMILES	Rat MKP-3 inhibitors	Hsp70 inhibitors
COc1ccc(CCNC(=O)c2cccc([N+](=O)[O-])c2C)cc1	2%	-4.8%
O=[N+]([O-])c1ccc2[nH]c(O)c(C=NCc3ccccc3)c2c1	3%	-3.6%
Cc1ccc(/C(O)=C2/C(=O)C(=O)N(CCCCCC(=O)O)C2c2cccc([N+](=O)[O-])c2)cc1 (stereo not drawn)	1%	-2.5%
O=C(N/C(=C/c1ccco1)C(=O)N1CCCCC1)c1ccc([N+](=O)[O-])cc1	1%	1.7%
CN(C)CCN1C(=O)C(=O)/C(=C(/O)c2ccccc2)C1c1ccc([N+](=O)[O-])cc1 (stereo not drawn)	1%	-0.5%

Compound activity from PubChem.
